UPR CHOP act: apoptotic UPR (CHOP) activation | 0.34% of 330,000 active | activation, % at 10 µM | CHO-CHOP luciferase reporter, luminescence; percent of tunicamycin response over DMSO baseline | AID 449763;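 active = at 10 µM dose, activation of 40% or more, normalized to positive control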;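 also: 100% = tunicamycin at 10 µg/mL and 0% = DMSO alone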
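System: CHO CHOP reporter cells. Amount: 500 cells per well. Buffer or medium: F12 medium, 10% FBS. Compound dosing: one dose, 10 µM in 0.5% DMSO. Incubation: 6 h compound exposure at 37 °C after overnight seeding. Technique: Steady-Glo luciferase luminescence. Benchmarks: tunicamycin and DMSO controls.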
CCR6 antag: blocks CCL20-driven beta-arrestin recruitment at human CCR6; CHO-K1 CCR6 PathHunter beta-arrestin, luminescence, CCL20-stimulated; inhibition, % at 20 µM; 0.49% of 340,000 active;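 active = compounds whose inhibition of the agonist-driven luminescence signal at 20 µM reaches about 50%, limit read from the data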;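 also: cells stimulated with CCL20 at 14 nM final; plate controls were DMSO with CCL20 for no effect and DMSO without agonist for full effect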
tim23-1 inh: inhibits growth of tim23-1 mutant yeast | S. cerevisiae tim23-1 growth, BacTiter-Glo luminescence, 24 h | inhibition, % at 20 µM | 1.3% of 330,000 active | AID 463212;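 active = growth inhibition of the mutant yeast at or above 50%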;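 also: temperature-sensitive mutant grown at 25 °C; plate controls were DMSO-treated mutant yeast for no effect and medium wells lacking yeast for full effect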
Mdm2 MdmX PPI: human Mdm2/MdmX binding inhibition. O15151+Q00987. SaOS-2 split-luciferase Mdm2/MdmX complementation, luminescence. inhibition, % at 8 µM. 3% of 330,000 active;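 active = inhibition of at least 50% at 8 µM in the primary screen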
APJ antagonist: APJ receptor antagonism | inhibition, % at 20 µM | 0.32% of 330,000 active | CHO-K1 APJ beta-arrestin complementation, luminescence;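 active = inhibition above about 40% at 20 µM, limit read from the data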;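 also: cells challenged with 10 nM apelin-13 agonist together with compound; plate controls were apelin-13 plus DMSO wells for no effect and DMSO wells lacking apelin-13 for full effect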
Target sequence (P35414 whole entry, looked up): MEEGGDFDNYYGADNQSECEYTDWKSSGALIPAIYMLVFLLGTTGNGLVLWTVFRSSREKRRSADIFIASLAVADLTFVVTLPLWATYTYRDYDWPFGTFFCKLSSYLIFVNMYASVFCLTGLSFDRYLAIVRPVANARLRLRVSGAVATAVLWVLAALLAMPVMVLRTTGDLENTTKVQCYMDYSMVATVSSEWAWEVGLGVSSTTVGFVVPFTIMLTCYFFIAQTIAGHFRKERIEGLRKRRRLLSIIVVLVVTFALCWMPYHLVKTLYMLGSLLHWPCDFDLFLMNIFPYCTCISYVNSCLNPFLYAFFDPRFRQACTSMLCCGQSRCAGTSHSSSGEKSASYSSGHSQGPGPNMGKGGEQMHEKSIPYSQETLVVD
APJ ag: agonists of human APJ apelin receptor. 0.11% of 330,000 active. CHO-K1 APJ PathHunter beta-arrestin, luminescence; 0% DMSO wells, 100% apelin. activation, % at 20 µM. P35414;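 active = activation more than six SD over the plate average, tested at 20 µM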;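 also: 0% = DMSO alone and 100% = apelin-13 at 10 nM; some results filed as inactive read as strong as hits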
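Assay system – PathHunter CHO-K1 APJ (AGTRL-1) beta-arrestin reporter cells · Compound – one dose, 20 µM compound, 1% DMSO · Timing – compound 90 min 25 °C, reagent 1 h · Measured by – luminescence from split beta-galactosidase complementation, Galacton Star/Emerald II substrate · Measure – beta-arrestin recruitment to APJ as agonist activity, luminescent signal · Benchmarks – DMSO vs Apelin-13 10 nM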
XBP1 UPR activ: activators of adaptive arm of unfolded protein response (XBP1); CHO-XBP1 luciferase reporter, IRE1-XBP1 UPR activation, luminescence; percent of tunicamycin response, DMSO as zero; activation, % at 20 µM; 0.33% of 330,000 active;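 active = versus positive control, 20 µM dose yields 30% or more activation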;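 also: 100% = tunicamycin at 10 µg/mL and 0% = DMSO only wells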
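Material – CHO cell line with stable XBP1 luciferase reporter · Buffer or medium – F12 plus 10% FBS · Compound – single point, 20 µM final compound, 1% DMSO · Schedule – 16-18 h cell attachment at 37 °C, then 6 h compound exposure · Signal – Steady-Glo luminescence read · Benchmarks – high control tunicamycin 10 µg/mL final, low control DMSO vehicle only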
EBI2 antag: blocks human EBI2 receptor beta-arrestin signaling. 0.81% of 360,000 active. EBI2 beta-arrestin recruitment, luminescence, 7a,25-OHC stimulated. P32249. inhibition, % at 5 µM; in the data active = inhibition above about 38%;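 also: enzyme fragment complementation signal reports receptor beta-arrestin coupling in cells; 0% = agonist plus DMSO wells and 100% = wells without agonist; some results beyond the cut were filed as inactive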
Target sequence (P32249 whole entry, looked up, the tested form may be a part): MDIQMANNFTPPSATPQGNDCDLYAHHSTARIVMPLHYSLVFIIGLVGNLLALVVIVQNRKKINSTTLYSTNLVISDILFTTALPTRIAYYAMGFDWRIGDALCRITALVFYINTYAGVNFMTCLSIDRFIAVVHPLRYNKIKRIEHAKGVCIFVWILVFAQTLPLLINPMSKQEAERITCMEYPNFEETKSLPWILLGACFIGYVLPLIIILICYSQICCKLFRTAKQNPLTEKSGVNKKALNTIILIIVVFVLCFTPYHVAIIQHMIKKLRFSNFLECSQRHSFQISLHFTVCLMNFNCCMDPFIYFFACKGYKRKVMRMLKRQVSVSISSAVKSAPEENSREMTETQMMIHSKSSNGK
CXCR6 inh: CXCR6 (human) receptor inhibition | 0.36% of 360,000 active | CHO-K1 PathHunter CXCR6 beta-arrestin, luminescence | O00574 | inhibition, % at 20 µM; in the data active = inhibition above about 34%, passing the limit was not always enough;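 also: antagonist mode with CXCL16 agonist at 10 nM final; 0% = 10 nM CXCL16 with DMSO and 100% = unstimulated wells without agonist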
Target sequence (O00574 whole entry, looked up): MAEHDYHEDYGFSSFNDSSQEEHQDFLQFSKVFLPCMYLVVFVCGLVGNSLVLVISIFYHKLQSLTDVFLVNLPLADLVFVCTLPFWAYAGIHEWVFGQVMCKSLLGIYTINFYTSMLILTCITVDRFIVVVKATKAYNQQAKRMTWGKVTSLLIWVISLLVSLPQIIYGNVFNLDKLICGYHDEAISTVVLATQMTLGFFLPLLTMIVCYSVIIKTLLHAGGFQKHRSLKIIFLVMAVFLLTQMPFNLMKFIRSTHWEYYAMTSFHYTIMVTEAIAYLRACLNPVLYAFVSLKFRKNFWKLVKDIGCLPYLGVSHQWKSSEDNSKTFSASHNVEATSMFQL
* hit, by the source's call. An excerpt; count on the stated rates, not on these rows.

Second line of a record – UPR CHOP act	CCR6 antag	tim23-1 inh	Mdm2 MdmX PPI	APJ antagonist	APJ ag	XBP1 UPR activ	EBI2 antag	CXCR6 inh
CC(Oc1ccc(Br)cc1)C(=O)NCC1(N2CCCCC2)CCCCC1 (stereo not given)
→ 0.5	9	10	-12	4	-5	-3	-6	6
CCOC(=O)N1CCN(C(=O)CS(=O)Cc2nc(-c3ccc(OC)c(OC)c3)oc2C)CC1 (stereo not given)
→ 1.7	-5	14	2	15	-6	-4	-7	3
Cc1ccn2c(NC3CCCC3)c(-c3cccs3)nc2c1
→ 5.0	4	33	-30	-10	0	0	7	-3
CCOc1ccc(NC(=O)N2CCC(NC(=O)c3ccco3)CC2)cc1
→ -1.1	0	-3	10	8	-1	-1	-1	-10
Cc1cc(C)n(CC(=O)c2ccccc2)c(=O)c1C#N
→ 0.9	14	7	17	11	4	-2	-8	-8
Cc1ccc(CNC(=O)COC(=O)c2c(C)noc2C)cc1
→ 1.8	-6	-3	-10	7	-2	1	-7	4
COc1ccc(CCNC(=O)COc2ccc(S(=O)(=O)NC(C)C)cc2Cl)cc1OC
→ -1.1	-16	7	17	6	-5	0	-6	-3
O=C(Nc1cccc(OCC(=O)N2CCOCC2)c1)C1CCCCC1
→ -0.5	-8	13	-18	14	-1	0	-9	-6
CCOc1cc2[nH]c(=S)n(Cc3ccc(C(=O)NCCCN4CCOCC4)cc3)c(=O)c2cc1OCC
→ -1.2	24	6	24	4	3	-2	16	10
Cc1cc(N2CCC(C)CC2)nc2ccc(N3C(=O)CCC3=O)cc12
→ -0.8	0	14	-15	-2	0	0	3	6
O=C(O)CCC(=O)Nc1ccc(N2CCOCC2)cc1
→ -0.4	5	9	10	18	-2	2	-1	-3
O=C(N/C(=C/c1cccnc1)C(=O)N1CCOCC1)c1ccccc1
→ -1.2	1	-7	-19	8	0	3	-1	5
CCN(CC)S(=O)(=O)c1ccc2nc(CCl)[nH]c2c1
→ 0.4	15	9	-7	20	-1	-3	-2	3
NC(=O)COC(=O)c1cc(-c2ccco2)nc2ccccc12
→ 0.0	0	15	1	-7	2	-1	-7	6
O=C(CSCc1ccccc1)N1CCN(S(=O)(=O)c2ccc(F)cc2)CC1
→ 1.3	2	24	27	8	1	2	9	-4

An excerpt from above, reduced to CCR6 antag:
Molecule	CCR6 antag
Cc1ccn2c(NC3CCCC3)c(-c3cccs3)nc2c1	4
CCOc1ccc(NC(=O)N2CCC(NC(=O)c3ccco3)CC2)cc1	0

Next section:
Second line of a record – UPR CHOP act	CCR6 antag	tim23-1 inh	Mdm2 MdmX PPI	APJ antagonist	APJ ag	XBP1 UPR activ	EBI2 antag	CXCR6 inh
CCNc1nc(NC(C)(C)C)nc(SC(C(C)=O)C(C)=O)n1
→ -1.1	-3	21	-18	-5	5	2	-6	-6
O=C(O)Cc1ccc2sc(-c3ccccc3)nc2c1
→ 4.9	2	18	-9	2	0	1	-1	3
O=C(CN1C(=O)CSC1=O)N1CCc2ccccc2C1
→ -0.4	22	5	5	-13	-6	4	-21	2
COc1ccc(C(=O)Nc2ccc(S(=O)(=O)N3CCN(C)CC3)cc2)cc1[N+](=O)[O-]
→ 1.1	14	-11	8	14	-2	-3	5	3
COc1cc(OC)cc(-c2nnc(SCc3cccc(C(=O)O)c3)o2)c1
→ -2.5	-3	7	-9	18	-1	-2	-6	1
CCOC(=O)/C(=C/Nc1ccccc1)[N+](=O)[O-]
→ -3.1	-3	1	0	13	-2	-6	4	8
O=C(CSc1nc2cc(Cl)ccc2o1)NCCc1ccccc1
→ -0.7	6	5	18	7	1	3	-1	5
COc1ccccc1N(CC(=O)NC(C)(C)C)C(=O)CCC(=O)Nc1ccccn1
→ 0.1	11	13	19	8	-1	-4	-5	-3
COc1ccc(/C=N/NC(=O)c2ccco2)cc1COc1ccc(F)cc1
→ 6.6	1	-2	16	-46	2	-3	10	0
Cc1sc2ncn(CC(=O)N3CCN(c4ccccn4)CC3)c(=O)c2c1S(=O)(=O)N1CCC(C)CC1
→ 1.1	4	7	9	8	-4	-3	-8	0
N#Cc1c(NC(=O)c2ccc(Cn3cc(Br)cn3)o2)sc2c1CCCCC2
→ 1.1	3	41	-33	14	-4	-1	20	9
NC(=O)c1ccccc1OCC(=O)Nc1cccnc1Cl
→ 0.1	5	15	-17	-8	1	2	9	2
COc1ccc(N(C)C(=O)C2CCN(S(=O)(=O)c3cccc4nonc34)CC2)cc1
→ 0.0	9	13	-13	24	-3	1	-15	-2
CCOc1ccc(CN2CCNC(=O)C2CC(=O)O)cc1 (stereo not given)
→ -0.8	11	3	-34	3	-1	-1	-2	2
Cc1cccc(C)c1NC(=O)CNC(=O)CNC(=O)c1ccc2c(c1)OCO2
→ -0.4	-3	-11	8	-14	5	-3	-8	-8

The last 6 entries of the part before are carried over, then new ones follow:
Second line of a record – UPR CHOP act	CCR6 antag	tim23-1 inh	Mdm2 MdmX PPI	APJ antagonist	APJ ag	XBP1 UPR activ	EBI2 antag	CXCR6 inh
Cc1sc2ncn(CC(=O)N3CCN(c4ccccn4)CC3)c(=O)c2c1S(=O)(=O)N1CCC(C)CC1
→ 1.1	4	7	9	8	-4	-3	-8	0
N#Cc1c(NC(=O)c2ccc(Cn3cc(Br)cn3)o2)sc2c1CCCCC2
→ 1.1	3	41	-33	14	-4	-1	20	9
NC(=O)c1ccccc1OCC(=O)Nc1cccnc1Cl
→ 0.1	5	15	-17	-8	1	2	9	2
COc1ccc(N(C)C(=O)C2CCN(S(=O)(=O)c3cccc4nonc34)CC2)cc1
→ 0.0	9	13	-13	24	-3	1	-15	-2
CCOc1ccc(CN2CCNC(=O)C2CC(=O)O)cc1 (stereo not given)
→ -0.8	11	3	-34	3	-1	-1	-2	2
Cc1cccc(C)c1NC(=O)CNC(=O)CNC(=O)c1ccc2c(c1)OCO2
→ -0.4	-3	-11	8	-14	5	-3	-8	-8
NC(=O)COC(=O)c1cccnc1Nc1ccccc1F
→ -0.8	9	3	7	6	-2	4	-3	-4
CCOc1ccc(N2C(=O)CN=C2Nc2ccccc2Cl)cc1
→ -0.3	-15	-4	-10	2	-3	0	-5	7
CCN1CCN(c2ccc(NC(=O)CCc3c(C)nc4c(-c5ccccc5)c(C)nn4c3C)cc2)CC1
→ 3.3	4	-30	89*	-35	-2	0	-7	-3
CCn1nnc(NC(=O)c2cccnc2)n1
→ 1.1	5	-7	-4	2	-5	-1	-6	2
CCCC[C@@H]1CNCCN1CCCc1cc(OC)c(OC)c(OC)c1
→ -0.7	-2	16	15	16	7	-1	2	3
Cc1ccc(NC(=O)CCCC(=O)O)c(-c2nc3ccccc3[nH]c2=O)c1
→ 1.6	-6	11	5	13	-2	2	-12	-3
CCS(=O)(=O)N1CCC(C(=O)NCCN2CCOCC2)CC1
→ -0.1	-5	9	-3	11	-1	-2	-7	-2
CCOC(=O)C1=C(C)NC(C)=C(C(=O)OCC)C1C1=COCCO1
→ -2.9	-11	7	5	13	-2	3	-2	-5
CN1CCN(C(=O)c2cccc(S(=O)(=O)N3CCCCC3)c2)CC1
→ -1.2	7	-3	27	15	-2	-4	0	-7
O=C(NNC(=O)c1ccccc1Cl)c1ccncc1
→ 4.6	2	10	-8	7	-1	3	-12	-7
COc1ccccc1NC(=O)CSc1nnc2ccc(-c3cccnc3)nn12
→ -0.5	3	9	9	2	-3	2	-5	-12
COc1cccc(-c2nc(NCC3CCCO3)c3ccccc3n2)c1O (stereo not given)
→ -0.8	5	5	-9	-21	2	2	-21	1
CCOC(=O)N1CCN(C(=O)c2cccc(NC3=NC4CS(=O)(=O)CC4S3)c2)CC1 (stereo not given)
→ 0.1	9	-1	-4	-20	-1	-1	1	-4
O=C1OC(NC(=O)c2ccccc2)C(n2cc(CO)nn2)=C1Cl (stereo not given)
→ -0.7	-4	12	31	-5	0	-1	-3	-1
CC1CCc2c(sc3c2C2=NS(=O)(=O)CCN2C=N3)C1 (stereo not given)
→ -1.5	21	-15	4	-19	-4	2	10	0

Second line of a record – UPR CHOP act	CCR6 antag	tim23-1 inh	Mdm2 MdmX PPI	APJ antagonist	APJ ag	XBP1 UPR activ	EBI2 antag	CXCR6 inh
CC(=O)Nc1ccc(NS(=O)(=O)c2cc(-c3cnc(C4CC4)o3)ccc2C)cc1
→ -1.0	12	-1	3	6	-3	-1	-2	4
COC(=O)c1c(-c2ccncc2)csc1NC(=O)c1ccoc1C
→ 7.9	11	11	-72	17	-3	9	12	-5
N=c1c(C(=O)NCc2ccc(F)cc2)cc2c(=O)n3ccccc3nc2n1CC1CCCO1 (stereo not given)
→ -4.5	31	12	19	4	1	0	-3	19
CCCNC(=O)/C=C/c1ccc(C(C)C)cc1
→ 4.5	15	31	-64	7	-3	0	3	-3
O=C1c2ccc3c4c(ccc(c24)C(=O)N1c1cccc(O)c1)C(=O)N(c1cccc(O)c1)C3=O
→ 0.7	11	3	65*	-29	5	-2	11	-4
COC(=O)COc1ccc(S(=O)(=O)N2CCCCCC2)cc1C
→ -0.8	11	7	23	-5	-1	-2	-7	7
Cc1cc(C)cc(NC(=S)N(Cc2ccc(Cl)cc2)Cc2ccc(C(=O)O)cc2)c1
→ 3.5	4	24	-27	-1	-3	-8	-6	12
O=C(OCc1ccc2c(c1)OCO2)c1cccc(S(=O)(=O)N2CCCCC2)c1
→ 0.5	17	26	12	3	-1	4	3	7
Cc1cc(OC(C)C(=O)NCCCN2CCOCC2)ccc1Cl (stereo not given)
→ -0.7	3	-7	12	10	3	-3	1	-4
Cc1sc(NC(=O)CN2CCOCC2)c(C#N)c1C
→ -1.4	6	8	1	-9	2	-2	-8	5
CC(C)(C)CN1CCNC(=O)C1CC(=O)NCCc1ccccc1C(F)(F)F (stereo not given)
→ -0.7	6	28	6	-6	-3	-5	-3	0
O=C(COc1cccnc1[N+](=O)[O-])Nc1ccc2c(c1)CCC2
→ 2.0	4	3	3	-2	-1	2	-7	11
Cn1cccc1/C=N/NC(=O)c1ccco1
→ 1.9	14	-3	-12	7	-1	7	5	-10
Cc1cccc(NC(=O)NCC2CCN(c3ccc(S(=O)(=O)N4CCOCC4)cc3)CC2)c1
→ 0.9	13	6	-7	-1	0	3	7	-2

Record cards, from the list above:
Listed for CCOC(=O)N1CCN(C(=O)c2cccc(NC3=NC4CS(=O)(=O)CC4S3)c2)CC1 (stereo not given) → UPR CHOP act: 0.1; CCR6 antag: 9; tim23-1 inh: -1; Mdm2 MdmX PPI: -4; APJ antagonist: -20; APJ ag: -1; XBP1 UPR activ: -1; EBI2 antag: 1; CXCR6 inh: -4
Listed for O=C(COc1cccnc1[N+](=O)[O-])Nc1ccc2c(c1)CCC2 → UPR CHOP act: 2.0; CCR6 antag: 4; tim23-1 inh: 3; Mdm2 MdmX PPI: 3; APJ antagonist: -2; APJ ag: -1; XBP1 UPR activ: 2; EBI2 antag: -7; CXCR6 inh: 11
